# M1AAP inhibition = P. falciparum M1AAP inhibitors, biochemical, fluorogenic H-Leu-NHMec substrate, 1536-well (AID 1445); recombinant M1AAP, H-Leu-NHMec fluorogenic kinetic assay; higher % means a stronger effect; 220,000 tested, 0.42% active; inhibition, % at 30 µM, or IC50 in µM where a hit was titrated;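 active = primary inhibition above the hit cutoff, then over 50% inhibition at one or more dose response concentrations, cut at about 23% in these data, passing the limit was not always enough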;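 also: plate controls were DMSO full reaction for no effect and no enzyme background for full effect; strong numbers were not always called active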
# M17LAP inhibition = P. falciparum M17LAP inhibitors, primary screen, biochemical, fluorogenic H-Leu-NHMec substrate, 1536-well (AID 1619). Leucine aminopeptidase (Plasmodium falciparum (isolate 3D7)). recombinant M17LAP, H-Leu-NHMec fluorogenic kinetic assay; higher % means a stronger effect. inhibition, % at 30 µM, or IC50 in µM where a hit was titrated. 220,000 tested, 0.38% active;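 active = compound inhibiting the enzyme by more than half at any dose during confirmatory dose-response retesting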;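 also: plate controls were full reaction with DMSO carrier for no effect and no enzyme background for full effect; strong numbers were not always called active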
# Dynein transport = inhibitors of GR-EGFP nuclear translocation, primary screen, dynein cargo transport inhibitor project, imaging, high-content, 3617.4 mouse cells. test concentration mostly 20 µM; stimulated with dexamethasone, 1 µM; stronger effect = lower value. z-score, hits read low. 220,000 tested, 0.47% active. AID 1381, 2008;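 active = plate z-score of nuclear minus cytoplasmic receptor signal below a set negative limit, without overly bright fluorescence or cell loss, cut at about -3.5 in these data, passing the limit was not always enough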;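 also: z-score of nuclear minus cytoplasmic ring GR-EGFP intensity difference per well; some compounds called inactive have numbers as strong as hits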
#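 medium = tetracycline-free induction medium containing charcoal-stripped FBS | probe or stimulus = dexamethasone, 1.0 µM final | timing = 48 h induction, then 1 h compound, then 30 min agonist, 37 °C | detection = automated 10x imaging of fixed Hoechst-stained cells | read-out basis = nuclear versus cytoplasmic GR-EGFP signal, averaged per well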
# AID2073 = inhibitors of Mint1-CaV2.2 protein interaction, biochemical, HTRF (AID 2073) | Voltage-dependent N-type calcium channel subunit alpha-1B (Homo sapiens) | HTRF protein-protein interaction, Mint1-CaV2.2; higher % means a stronger effect | inhibition, % at 20 µM; hits with a dose series show IC50 in µM | 290,000 tested, 0.19% active; in the data active = inhibition mostly above about 51%, no sharp cut-off; also: some results filed as inactive read as strong as hits
# XIAP antagonists = XIAP antagonists, biochemical, IAP family, fluorescence polarization (AID 1018) | 200,000 tested, 0.007% active | XIAP BIR domain, fluorescence polarization peptide displacement; higher % means a stronger effect | displacement, % at 20 µM, or IC50 in µM where a hit was titrated | E3 ubiquitin-protein ligase XIAP (Homo sapiens); in the data active = displacement above about 50%; also: a part of the inactive calls stands beside numbers as strong as those of hits
# Siah-1 displacement = Siah-1 peptide-binding antagonists, primary screen, biochemical, fluorescence polarization, rhodamine-plectin, uHTS (AID 1817); E3 ubiquitin-protein ligase SIAH1 (Homo sapiens); Siah-1 / rhodamine-plectin peptide fluorescence polarization; higher % means a stronger effect; one-dose displacement, % at 20 µM; IC50 in µM for titrated hits; 290,000 tested, 0.02% active;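 active = displacement of at least 50% at 20 µM, with a fluorescence ratio check between 0.3 and a set limit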;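 also: plate controls were Siah plus tracer with DMSO for no effect and tracer alone without Siah for full effect; strong numbers were not always called active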
# human PMI inhibition = inhibitors of human PMI, primary screen, biochemical, fluorescence intensity, coupled assay (AID 1209); Mannose-6-phosphate isomerase (Homo sapiens); purified PMI enzyme, coupled fluorescence intensity; higher % means a stronger effect; inhibition, % at 20 µM, or IC50 in µM where a hit was titrated; 190,000 tested, 0.42% active;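 also: plate controls were DMSO vehicle for no effect and wells lacking substrate for full effect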
# PMI inhibition = human PMI inhibitors, high substrate, primary screen, biochemical, fluorescence intensity, high mannose 6-phosphate (AID 1220) | Mannose-6-phosphate isomerase (Homo sapiens) | recombinant PMI enzyme, coupled fluorescence intensity; higher % means a stronger effect | inhibition, % at 20 µM; hits with a dose series show IC50 in µM | 190,000 tested, 0.66% active
# LYP inhibition = inhibitors of LYP phosphatase, biochemical, fluorescence intensity, uHTS (AID 1779); Tyrosine-protein phosphatase non-receptor type 22 (Homo sapiens); inhibition, % at 11.5 µM; hits with a dose series show IC50 in µM; recombinant LYP phosphatase, fluorescence intensity; higher % means a stronger effect; 290,000 tested, 0.054% active;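 also: plate controls were vehicle with enzyme for no effect and no enzyme for full effect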
# Dynein transport cytoplasmic EGFP = recorded beside Dynein transport, whose call it bears; z-score; measured here: cytoplasmic GR-EGFP intensity; stronger effect = higher value
# Dynein transport nuclear GR-EGFP = recorded beside Dynein transport, whose call it bears; z-score; measured here: nuclear GR-EGFP intensity;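 lower value marks the stronger effect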
# Dynein transport cell count = second read-out of Dynein transport, no call of its own (marks repeat the call); z-score; measured here: cell count per field
# * hit, by the source's call; nt = no result given. Rule as the data show it, unless noted: active = inhibition above about 50%; inactive = the rest.
SMILES,M1AAP inhibition,M17LAP inhibition,Dynein transport,Dynein transport cytoplasmic EGFP,Dynein transport nuclear GR-EGFP,Dynein transport cell count,AID2073,XIAP antagonists,Siah-1 displacement,human PMI inhibition,PMI inhibition,LYP inhibition
CC(c1ccccc1)N1C(=O)NC(NC(=O)c2cccnc2)(C(F)(F)F)C1=O (stereo unspecified),-1%,-10%,-0.58,-0.26,-0.29,0.75,2%,-1.5%,-3%,-7%,-2%,-9%
COc1cccc(C2CC(=O)Nc3c2c(=O)n(C)c(=O)n3C)c1OC (stereo unspecified),2%,2%,0.39,-0.18,0.46,0.057,4%,-12%,8%,1%,5%,-3%
Cc1cc(=O)[nH]c(SCC(=O)Nc2ccc3c(c2)OCCO3)n1,-4%,36%,0.98,0.2,1.1,-2.2,6%,-8.3%,3%,nt,nt,1%
Cc1ccc(S(=O)(=O)NNC(=O)c2sccc2-n2cccc2)cc1,1%,9%,-0.11,-0.21,-0.35,0.025,-2%,-4.4%,0%,-3%,-2%,-6%
COc1ccc(C(c2nnnn2C2CCCCC2)N2CCN(c3ccc(OC)cc3)CC2)cc1 (stereo unspecified),2%,0%,-0.66,-0.22,-0.068,-0.35,2%,-3.1%,0%,12%,5%,6%
CCOc1ccc(N2C(=O)/C(=C\c3ccccc3OC)S(=O)(=O)C2c2cccc([N+](=O)[O-])c2)cc1 (stereo unspecified),5%,0%,-2.1,-0.091,-0.75,-0.037,8%,-10%,3%,8%,5%,-5%
COc1ccc(OC)c(-c2cc(C(=O)NCCCn3ccnc3)no2)c1,12%,12%,2.9,-0.46,0.76,-0.9,6%,-2.5%,4%,0%,-4%,-9%
O=C(COc1ccc(Cl)cc1)NCc1nnc(SCC(=O)NCc2ccc3c(c2)OCO3)o1,6%,12%,-1,0.33,-0.52,1.1,-8%,-7.3%,0%,3%,0%,0%
Cc1cccc2cc(CN(CCc3ccccc3)C(=O)N3CCOCC3)c3nnnn3c12,1%,0%,0.076,-0.19,0.11,0.025,-3%,0.8%,-1%,-1%,-1%,-4%
O=C(O)CSc1ccc2nnc(-c3cccnc3)n2n1,3%,9%,-0.31,-0.17,-0.48,0.64,13%,-2.0%,8%,-23%,-9%,-5%
C#CCNC(=O)C1=C[C@@H](c2ccc(C(F)(F)F)cc2)C[C@@H](OCCCCO)O1,7%,2%,0.54,-0.17,0.76,-1.7,6%,-7.6%,1%,13%,38%,-3%
O=C(NN=C1CCCC1)c1cc(-c2ccccc2)n[nH]1,1%,-13%,-0.44,-0.2,-0.33,0.38,25%,6.8%,-5%,15%,5%,3%
COc1cccc(-c2n[nH]c(=S)n2Cc2ccco2)c1OC,-6%,-16%,-0.24,-0.15,-0.0098,-0.54,3%,-5.0%,-6%,-7%,-2%,-9%
CC(=O)N1CCc2cc(N=NC3=C(O)CC(C)(C)CC3=O)ccc21,16%,9%,0.65,-0.19,0.58,-0.51,6%,-4.4%,6%,6%,-5%,9%
O=C(NNC(=O)c1cccs1)c1ccc(Cl)c(Cl)c1,2%,-5%,-0.2,-0.11,0.075,0.18,2%,-1.5%,24%,-4%,-8%,-5%

# Another view of some results above:
Structure	M1AAP inhibition	M17LAP inhibition	Dynein transport	Dynein transport cytoplasmic EGFP	Dynein transport nuclear GR-EGFP	Dynein transport cell count	AID2073	XIAP antagonists	Siah-1 displacement	human PMI inhibition	PMI inhibition	LYP inhibition
O=C(NN=C1CCCC1)c1cc(-c2ccccc2)n[nH]1	1%	-13%	-0.44	-0.2	-0.33	0.38	25%	6.8%	-5%	15%	5%	3%
Cc1cccc2cc(CN(CCc3ccccc3)C(=O)N3CCOCC3)c3nnnn3c12	1%	0%	0.076	-0.19	0.11	0.025	-3%	0.8%	-1%	-1%	-1%	-4%
O=C(O)CSc1ccc2nnc(-c3cccnc3)n2n1	3%	9%	-0.31	-0.17	-0.48	0.64	13%	-2.0%	8%	-23%	-9%	-5%
Cc1ccc(S(=O)(=O)NNC(=O)c2sccc2-n2cccc2)cc1	1%	9%	-0.11	-0.21	-0.35	0.025	-2%	-4.4%	0%	-3%	-2%	-6%

# New compounds follow:
SMILES,M1AAP inhibition,M17LAP inhibition,Dynein transport,Dynein transport cytoplasmic EGFP,Dynein transport nuclear GR-EGFP,Dynein transport cell count,AID2073,XIAP antagonists,Siah-1 displacement,human PMI inhibition,PMI inhibition,LYP inhibition
CCn1cc(C(=O)NCc2ccncc2)c(=O)c2cc(F)c(N3CCN(C(=O)c4ccco4)CC3)cc21,4%,-5%,0.49,-0.25,0.11,0.2,18%,nt,2%,nt,nt,-6%
C=CCN1C(=O)CN=C1Nc1ccccc1,9%,10%,-0.41,-0.24,-0.89,0.88,4%,-23%,2%,-2%,-6%,-14%
Cn1c(=O)c2c(-c3ccccc3)n(N3CCOCC3)cc2n(C)c1=O,7%,-1%,0.66,-0.28,0.6,-0.9,-3%,-13%,-1%,7%,17%,-3%
O=C(OC1CCN(c2ccc([N+](=O)[O-])cc2)CC1)c1ccccc1,8%,2%,-0.15,-0.18,-0.24,0.58,-2%,-8.8%,3%,12%,15%,-3%
Clc1ccc(-c2cnc3ccccc3n2)cc1,11%,-1%,-0.55,-0.14,-0.55,0.18,12%,-9.9%,1%,4%,2%,-2%
Nc1nc(NC(=O)/C=C\C(=O)O)nn1-c1ccccc1,8%,22%,-0.078,-0.3,0.15,-0.34,10%,-5.2%,3%,-12%,-10%,-4%
O=C(Nc1nc2cc3c(cc2s1)OCCO3)c1ccc(N2C(=O)CCC2=O)cc1,2%,1%,-1.4,-0.78,-0.93,0.3,23µM*,nt,-1%,nt,nt,-7%
Cc1cc(C)n2nc(SCC(=O)Nc3ccc(F)cc3)nc2n1,-5%,2%,-0.54,-0.28,-0.31,0.66,-4%,-1.8%,-1%,-6%,4%,-8%
C/C(=N\NC(=O)C1COc2ccccc2O1)c1ccc(C)o1 (stereo unspecified),7%,27%,-0.69,-0.15,-0.18,-0.13,-7%,-3.9%,6%,-2%,-3%,-1%
CCOc1ccc(C2C(C#N)=C(N)N(c3sc4c(c3C#N)CCCC4)C3=C2C(=O)CCC3)cc1 (stereo unspecified),9%,7%,0.36,-0.1,0.53,0.052,8%,-8.1%,0%,6%,33%,0%
Cn1c(CNc2ccccc2O)nc2ccccc21,25%*,17%,1.1,-0.044,0.61,-0.82,-7%,-2.7%,-3%,35%,61%*,-6%
CC(C)COc1ccc(C(=O)OCCN2CCOCC2)cc1,0%,3%,-0.25,-0.24,0.19,-0.93,-7%,0.2%,3%,0%,-9%,-5%
Cn1c(=O)c2cc(NC(=O)c3ccccc3Cl)c(=O)oc2n(C)c1=O,7%,10%,-0.7,-0.2,-0.17,0.53,7%,-4.4%,2%,-22%,-15%,-11%
Nn1c(SCC(=O)Nc2ccc3c(c2)OCO3)nnc1C1CCCCC1,-2%,26%,-0.1,-0.25,0.031,-0.033,-4%,-4.4%,3%,0%,0%,-7%
COCCCNC(=O)CS(=O)Cc1nc(-c2ccccc2C)oc1C (stereo unspecified),-3%,10%,-0.73,0.2,-0.21,0.33,-4%,-4.0%,-2%,-6%,0%,-2%
Cc1ccnc(NC(=O)C2COc3ccccc3O2)c1 (stereo unspecified),-2%,2%,-0.2,-0.23,-0.094,0.051,0%,-5.4%,-9%,-2%,24%,-11%
CN(C)CCCn1c(SCCN2C(=O)c3ccccc3C2=O)nc2ccccc2c1=O,10%,1%,0.17,-0.28,0.59,-0.23,-12%,-2.2%,5%,1%,-2%,-5%
CC(C)c1nnc(NC(=O)CS(=O)(=O)Cc2ccccc2)s1,-1%,-4%,0.54,0.21,0.28,-0.49,6%,-10%,1%,-12%,-6%,-9%
COc1ccccc1C(=O)Nc1nnc(C)s1,-1%,1%,1.1,-0.12,1.1,0.31,-9%,-4.3%,-1%,-2%,0%,-4%
COc1cccc(NS(=O)(=O)Cc2ccccc2)c1,8%,-2%,-0.23,-0.22,-0.77,0.25,5%,-2.0%,4%,-5%,-5%,-9%
COc1ccccc1NC(=O)CSc1nnc(CC(=O)Nc2cccc(C(F)(F)F)c2)n1C,-5%,4%,-0.7,0.023,-0.11,0.79,-5%,-5.7%,3%,5%,-2%,-7%
O=C(O)c1ccc(NCc2nc3ccccc3n2Cc2ccccc2F)cc1,16%,-17%,-0.79,-0.25,-0.43,0.45,9%,nt,10%,nt,nt,-3%
O=C1CCCc2ccccc2N1Cc1ccccc1Cl,7%,0%,0.78,-0.28,0.68,-0.6,4%,-0.3%,0%,2%,-3%,0%
COc1ccc2c(c1OC)C(=O)OC2Nc1ncc(Br)cc1Br (stereo unspecified),-3%,10%,0.37,-0.1,0.39,-0.55,3%,-4.5%,4%,-3%,-2%,-8%
NS(=O)(=O)c1ccc(NC(=O)CN2C(=O)c3ccccc3C2=O)cc1,-2%,-4%,0.89,-0.28,0.91,-0.65,-6%,nt,14%,nt,nt,-6%
CC1=C(C(=O)N2CCOCC2)C(c2ccc(OC(F)F)cc2)NC(=S)N1c1ccccc1 (stereo unspecified),-3%,0%,0.31,-0.24,0.63,-0.36,-2%,-4.3%,3%,-6%,-7%,3%
CN1CCN(CC(=O)N/N=C\c2c[nH]c3ccccc23)CC1,4%,9%,0.67,0.47,0.7,-1.5,3%,4.5%,-10%,-42%,-62%,-1%
O=[N+]([O-])c1ccccc1Oc1ncccc1[N+](=O)[O-],0%,-9%,1.5,-0.16,0.68,-0.51,1%,-4.9%,-5%,3%,4%,-10%
CCOC(=O)C1=C(C)NC(=S)NC1c1ccc(OC(=O)c2ccco2)cc1 (stereo unspecified),0%,-2%,0.37,-0.26,0.27,0.41,8%,-8.2%,1%,13%,12%,-5%
CC(C)Cn1c(SCC(=O)N2CCCCC2)nc2ccccc2c1=O,2%,3%,2.7,-0.24,0.97,-1,-3%,-5.0%,0%,3%,8%,-4%
COc1ccccc1N=C1SC(C(=O)Nc2ccc(F)cc2)CC(=O)N1C (stereo unspecified),-4%,7%,0.11,-0.17,0.0067,-1.4,6%,-7.7%,6%,6%,-6%,0%
O=c1c(C(c2ccc(Cl)cc2)c2c(O)nc3n(c2=O)CCCS3)c(O)nc2n1CCCS2,4%,6%,0.65,-0.24,0.89,0.0033,-6%,nt,-2%,nt,nt,-5%
